Mot1-301 SUMO – blocks SUMOylation pathway, rescuing yeast Mot1-301 growth. S. cerevisiae Mot1-301 growth rescue, ATP luminescence, 38.5C; percent above DMSO median, 100 means doubled. growth rescue, % at 18.8 µM. hit rate 1% among 320,000;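 active = every valid replicate shows activation above 250% relative to neutral control wells; inactive = the rest, any valid replicate at or below 250%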;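 note: OY570 slx delta 5 strain wells were the positive control but not used for scaling; some compounds called inactive have numbers as strong as hits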
NSD2 HMT inh – blocks human histone methyltransferase NSD2; hit rate 0.54% among 310,000; inhibition, % at 12.5 µM; NSD2 peptide methylation, AlphaScreen, 120 min; in the data active = inhibition above about 50%
Target sequence (O96028 whole entry, looked up): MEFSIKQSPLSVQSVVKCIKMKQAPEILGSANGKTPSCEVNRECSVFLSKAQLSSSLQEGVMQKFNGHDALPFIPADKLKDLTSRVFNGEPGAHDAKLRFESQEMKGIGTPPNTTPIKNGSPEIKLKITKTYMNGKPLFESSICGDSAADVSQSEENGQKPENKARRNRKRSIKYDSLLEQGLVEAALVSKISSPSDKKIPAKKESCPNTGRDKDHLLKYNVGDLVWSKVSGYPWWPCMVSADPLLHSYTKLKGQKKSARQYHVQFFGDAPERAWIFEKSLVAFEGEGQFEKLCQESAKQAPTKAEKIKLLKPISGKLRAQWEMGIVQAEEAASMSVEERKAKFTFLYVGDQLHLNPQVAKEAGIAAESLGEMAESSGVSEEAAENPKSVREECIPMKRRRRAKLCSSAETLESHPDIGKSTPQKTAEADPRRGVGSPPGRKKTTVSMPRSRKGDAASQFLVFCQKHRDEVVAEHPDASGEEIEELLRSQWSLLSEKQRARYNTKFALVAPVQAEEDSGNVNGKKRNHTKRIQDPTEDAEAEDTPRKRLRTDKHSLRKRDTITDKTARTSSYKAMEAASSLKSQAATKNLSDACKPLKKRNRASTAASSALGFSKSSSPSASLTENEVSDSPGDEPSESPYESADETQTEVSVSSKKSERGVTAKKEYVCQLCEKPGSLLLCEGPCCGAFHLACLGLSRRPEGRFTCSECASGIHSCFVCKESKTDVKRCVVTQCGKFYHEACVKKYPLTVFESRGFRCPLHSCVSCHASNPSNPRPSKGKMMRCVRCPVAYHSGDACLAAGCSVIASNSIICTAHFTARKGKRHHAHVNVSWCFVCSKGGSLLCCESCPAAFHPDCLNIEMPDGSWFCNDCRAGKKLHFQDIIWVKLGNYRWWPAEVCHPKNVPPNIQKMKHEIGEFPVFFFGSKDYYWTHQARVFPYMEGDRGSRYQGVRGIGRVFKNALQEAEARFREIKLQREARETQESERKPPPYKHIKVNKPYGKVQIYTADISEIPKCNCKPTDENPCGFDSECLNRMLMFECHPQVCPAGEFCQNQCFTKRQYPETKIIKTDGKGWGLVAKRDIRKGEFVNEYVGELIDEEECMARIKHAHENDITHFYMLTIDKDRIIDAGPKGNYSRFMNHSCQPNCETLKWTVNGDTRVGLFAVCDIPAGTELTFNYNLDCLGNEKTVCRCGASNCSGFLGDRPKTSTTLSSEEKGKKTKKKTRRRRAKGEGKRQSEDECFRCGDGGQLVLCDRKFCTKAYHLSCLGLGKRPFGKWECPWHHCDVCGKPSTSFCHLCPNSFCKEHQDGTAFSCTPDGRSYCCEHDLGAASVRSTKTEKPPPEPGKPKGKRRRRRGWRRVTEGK
Numbers without * were called inactive; nt = not tested or not shown; + = active, no number. A portion of the library (hit frequency here may not be typical).

NSD2 HMT inh	Mot1-301 SUMO	Compound
nt	35	O=C(O)c1cc(O)c2c(c1)[C@@H]([C@H]1c3cc(C(=O)O)cc(O)c3C(=O)c3c(O[C@@H]4O[C@H](CO)[C@@H](O)[C@H](O)[C@H]4O)cccc31)c1cccc(O[C@@H]3O[C@H](CO)[C@@H](O)[C@H](O)[C@H]3O)c1C2=O
nt	-13	O=C(N/N=C/c1cccnc1)c1ccccc1OCc1ccc(Cl)cc1
nt	+	Cc1ccc(/C=C/C(=O)c2ccc([N+](=O)[O-])o2)cc1
nt	59	CC(=O)c1sc(NC(=O)COc2c(C)cc(Cl)cc2C)nc1C
nt	-6	Cc1ccc(C(=O)N/N=C\c2cc(Br)c(Br)o2)cn1
nt	43	COC(=O)/C=C1\OC(c2ccccc2)=CC1=O
nt	2	O=C1NC(Cc2ccc(O)cc2)c2nc3ccccc3c(=O)n2-c2ccccc21 (stereo not drawn)
nt	8	COC(=O)c1cccc(OC(N)=O)c1
nt	41	Nc1ccc(N2CCCCCC2)cc1
nt	9	COc1ccc(-c2cc(C(F)(F)F)c(C#N)c(SCC(=O)Nc3ccccc3C#N)n2)cc1
nt	12	CCc1nc2sc3c(Cl)ncnc3c2c2c1CCCC2
nt	-4	COCCn1c(SCC(=O)Nc2ccc(OC)cc2)nc2c(oc3ccccc32)c1=O

(continued)
NSD2 HMT inh	Mot1-301 SUMO	Compound
nt	7	CC1(OC(=O)c2cccs2)C(=O)C=C2C=C(c3ccsc3)OC=C2C1=O (stereo not drawn)
nt	2	CC(C)C[C@@H]1NC(=O)[C@H](C(C)C)NC(=O)c2cc([N+](=O)[O-])cc(I)c2NCC[C@@H](C(N)=O)NC1=O
nt	-3	Cc1ccc2c(c1)-n1c(nc3cc(F)ccc3c1=O)C(Cc1ccccc1)NC2=O (stereo not drawn)
nt	3	Cc1c(Cl)cn2c(=O)cc(CN(C)Cc3nc4ccccc4c(=O)[nH]3)nc2c1Cl
nt	-24	CC(C)CC1NC(=O)c2ccc(Cl)cc2-n2c1nc1cc(F)ccc1c2=O (stereo not drawn)
nt	5	Cc1c(NC(=O)COc2ccc3ccccc3c2)c(=O)n(-c2ccccc2)n1C
nt	19	CCOC(=O)CC(N)c1ccc2c(c1)OCO2 (stereo not drawn)
nt	6	C[C@@H]1CCCCCCCCC(=O)OCCN(C(=O)OC(C)(C)C)[C@H](C)CCCCCCCCC(=O)OCCN(C(=O)OC(C)(C)C)[C@H](C)CCCCCCCCC(=O)OCCN1C(=O)OC(C)(C)C
nt	9	NC(=O)c1ccccc1Nc1nc2nc3ccccc3c(=O)n2cc1Br
nt	6	Cc1ccc(NC(=O)CCNS(=O)(=O)c2cc(Br)cnc2N)c(Cl)c1
nt	5	NC(=O)C1CCN(c2nc(-c3ccc4c(c3)OCCO4)cs2)CC1
nt	25	O=C(C1CC2CCC1C2)N1CCN(Cc2ccc3c(c2)OCO3)CC1 (stereo not drawn)

Copied from the list:
Value for O=C(C1CC2CCC1C2)N1CCN(Cc2ccc3c(c2)OCO3)CC1 (stereo not drawn) in Mot1-301 SUMO: 25
Value for Cc1ccc2c(c1)-n1c(nc3cc(F)ccc3c1=O)C(Cc1ccccc1)NC2=O (stereo not drawn) in Mot1-301 SUMO: -3

The list goes on:
NSD2 HMT inh	Mot1-301 SUMO	Compound
nt	-8	CCCCCCN(C(=O)CCCCCN1C(=O)NC(c2ccc(-c3ccccc3)cc2)C(C(=O)OCc2ccccc2)=C1C)C(C)C(=O)NCCCC (stereo not drawn)
nt	2	S=C(NCCc1ccccc1)N/N=C/C1CCCCC1
nt	-6	COC(=O)c1ccc(S(=O)(=O)c2ccc(C(=O)OC)s2)s1
nt	19	CN(C)c1ccc(/C=c2/sc3n(c2=O)NC2(c4ccccc4)N(C)C(=O)N(C)C2(c2ccccc2)N=3)cc1 (stereo not drawn)
nt	-9	CC1CCC(NC(=O)CN2C(=O)COc3ccc(S(=O)(=O)N4CCCC4)cc32)CC1 (stereo not drawn)
nt	-16	Cc1ccc(S(=O)(=O)N2CCC(=O)N(C(COCc3ccc(Cl)c(Cl)c3)Cc3ccccc3)CC2)cc1 (stereo not drawn)
nt	-8	C#CCOCCOCCOCCNc1nc(N2CCN(C(=O)[C@H](CCCCN)n3cc([C@@H](N)CO)nn3)CC2)nc(N2CCN(C(=O)[C@H](Cc3cc4ccccc4[nH]3)n3cc([C@@H](N)CC(C)C)nn3)CC2)n1
nt	-1	CCOc1ccccc1NC(=O)c1ccc([N+](=O)[O-])cc1
nt	-1	O=C(O)c1cc(S(=O)(=O)Nc2ccc3oc(=O)sc3c2)ccc1O
nt	167	COc1ccc2no[n+]([O-])c2c1
nt	-5	NNC(=O)c1nn(-c2ccccc2)cc1O
nt	353	CC(C)=CCc1c(-c2ccc(O)cc2O)oc2cc3c(c(O)c2c1=O)C=CC(C)(C)O3

Mot1-301 SUMO, entries above that show a hit.
NSD2 HMT inh	Mot1-301 SUMO	Compound
nt	+	Cc1ccc(/C=C/C(=O)c2ccc([N+](=O)[O-])o2)cc1

(further entries)
NSD2 HMT inh	Mot1-301 SUMO	Compound
nt	-25	O=C1CCCC/C1=N\Nc1ccc(C2CCCCC2)cc1
nt	2	C[C@H]1COc2c(C3(N)CC3)c(F)cc3c(=O)c(C(=O)O)cn1c23
nt	-2	CSCCC(NC(=O)c1ccco1)C(=O)OCC(=O)Nc1sccc1C#N (stereo not drawn)
nt	132	Nc1ccc(Sc2ccccc2CC(=O)O)cc1
nt	-11	Cn1c(N)c(C(=O)COC(=O)c2cc(-c3ccco3)nc3ccccc23)c(=O)n(Cc2ccccc2)c1=O
nt	20	CCN(CC)C(=O)c1ccc2c(c1[N+](=O)[O-])C(=O)c1ccccc1C2=O
nt	4	CC(=O)Oc1ccccc1C(=O)Nc1ncc([N+](=O)[O-])s1
nt	7	CN1CCN(C(c2cc3cc4c(cc3[nH]c2=O)OCCO4)c2nnnn2C2CCCC2)CC1 (stereo not drawn)
nt	10	O=C(Nc1ccccc1)C1=C[C@H](c2ccc(C(F)(F)F)cc2)C[C@H](OCc2ccc(CO)cc2)O1
nt	-9	CCCCCCNC(=O)N[C@@H](C(=O)NCCC[C@H]1CN2C(=NC[C@@H]2Cc2ccccc2)N1CCc1cccc(OC)c1)C(C)C
nt	-10	CCc1nc(SCc2nnc(-c3ccc(C)cc3)o2)c2c(C)c(C)sc2n1
nt	6	O=C1CC(c2ccccc2Br)c2cc3c(cc2N1)CCC3 (stereo not drawn)

The list continues:
NSD2 HMT inh	Mot1-301 SUMO	Compound
nt	-1	O=C(Nc1ccccc1-c1nnn(CC(=O)N2CCCc3ccccc32)n1)c1cccc(Cl)c1
nt	7	Cc1ccc(-c2nc(SCC(=O)Nc3ccccc3OC(F)F)c3c(C)c(C(=O)O)sc3n2)cc1
nt	0	CC1CCN(c2ccc(S(=O)(=O)Nc3cc(C(=O)O)cc(C(=O)O)c3)cc2[N+](=O)[O-])CC1
nt	214	COC(=O)C1=NN(C(=O)c2ccc(C)cc2)C(O)(c2ccc(Cl)cc2)C1 (stereo not drawn)
nt	-18	CC(C)C(NC(N)=O)C(=O)NC1CCCCC1 (stereo not drawn)
nt	-16	O=C(O)c1cn(Cc2cccnc2)c(=O)c2ccccc12
nt	-11	CCNc1c2c3c(cccc3n(C)c1=O)C(=O)c1ccccc1-2
nt	38	CCOC(=O)C(=Cc1ccc(F)cc1)C(=O)OCC
nt	295	CC1(C)C2CC[C@]3(C)C(CC=C4[C@@H]5C[C@@](C)(CO)CC[C@]5(C(=O)O)CC[C@]43C)[C@@]2(C)CC[C@@H]1O (stereo partly drawn)
nt	-42	CCOC(=O)N1CCN(c2nc(N(c3ccccc3)c3ccccc3)nc(-n3ccnc3)n2)CC1
nt	21	Cc1ccc2c(c1)N/C(=C(\C=C(/Cl)[N+](=O)[O-])[N+](=O)[O-])N2
nt	-6	O=C(Cn1nnc2ccccc2c1=O)NCCc1ccc(F)cc1

New compounds follow
NSD2 HMT inh	Mot1-301 SUMO	Compound
nt	14	Nc1nc2c(ncn2CCC(CO)CO)c(=O)[nH]1
nt	90	COc1ccc(N2CCN(CCCNS(=O)(=O)c3c(C)noc3/C=C/N(C)C)CC2)cc1
nt	-12	N#Cc1ccc(OCC(=O)n2cc(C(=O)c3cc(Cl)cc(Cl)c3O)cn2)cc1
nt	-18	C#CCOCCOCCOCCNc1nc(N2CCN(C(=O)C([C@@H](C)CC)n3cc(C(N)COC(=O)C(F)(F)F)nn3)CC2)nc(N2CCN(C(=O)[C@H](CCCCN)n3cc(C(N)[C@H](C)CC)nn3)CC2)n1 (stereo partly drawn)
nt	7	CC1CCC(C(C)C)C(OP(=O)(c2ccc(N(C)C)cc2)C(O)c2cccnc2)C1 (stereo not drawn)
nt	-11	CC(=O)C1=C(C)NC(SCC(=O)c2ccccc2)=C(C#N)C1c1ccco1 (stereo not drawn)
nt	-11	O=c1c2c3c(sc2nc(N2CCNCC2)n1-c1cccc(Cl)c1)CCCCC3
nt	0	CC1CN(c2nc3ccccc3nc2C(C#N)C(=O)NC2CCCCC2)CC(C)O1 (stereo not drawn)
nt	-16	NC(=O)CC[C@@H]1NC(=O)[C@H](CO)NC(=O)c2cc([N+](=O)[O-])cc(I)c2NCCCC[C@@H](C(N)=O)NC(=O)[C@H](Cc2ccc(O)cc2)NC1=O
nt	9	COc1cc(C(=O)NCCN2C(=O)S/C(=C\c3ccc(F)cc3)C2=O)ccc1OCC(=O)N1CCOCC1
nt	2	O=c1cc(-c2c(F)c(F)c(F)c(F)c2F)oc2c(F)c(F)c(F)c(F)c12
nt	-4	Cc1ccc2c(c1)c1c(n2CC(O)CN2CCOCC2)CCCC1 (stereo not drawn)

Four entries picked at random from the list so far, as already listed:
NSD2 HMT inh	Mot1-301 SUMO	Compound
nt	0	CC1CN(c2nc3ccccc3nc2C(C#N)C(=O)NC2CCCCC2)CC(C)O1 (stereo not drawn)
nt	2	O=c1cc(-c2c(F)c(F)c(F)c(F)c2F)oc2c(F)c(F)c(F)c(F)c12
nt	7	CC1CCC(C(C)C)C(OP(=O)(c2ccc(N(C)C)cc2)C(O)c2cccnc2)C1 (stereo not drawn)
nt	-18	C#CCOCCOCCOCCNc1nc(N2CCN(C(=O)C([C@@H](C)CC)n3cc(C(N)COC(=O)C(F)(F)F)nn3)CC2)nc(N2CCN(C(=O)[C@H](CCCCN)n3cc(C(N)[C@H](C)CC)nn3)CC2)n1 (stereo partly drawn)

Following part.
NSD2 HMT inh	Mot1-301 SUMO	Compound
nt	286	CC(=O)NCC1=C(NC(C)=O)C2CC1C(C)(C)C2C (stereo not drawn)
nt	-13	Cc1cc(=O)n(C)c(=O)n1CCCCCCOc1ccc([N+](=O)[O-])cc1
nt	-20	CCCC(=O)Nc1cc(-c2nnc(OC)c3ccccc23)ccc1N1CCCCC1
nt	199	COC(=O)CCC(=O)OC1(C)C(=O)C=C2C=C(C3CC3)N(c3ccc(CO)cc3)C=C2C1=O (stereo not drawn)
nt	13	c1ccc(C2=Nc3ccccc3SC2c2nc3ccccc3[nH]2)cc1 (stereo not drawn)
nt	11	O=C(NCc1cc(C(F)(F)F)cc(C(F)(F)F)c1)C1CC(c2ccccc2C(F)(F)F)=NO1 (stereo not drawn)
nt	1	Cc1ccc2c(Cl)cc(Cl)c(OCC(=O)Nc3ccc(C)c(S(=O)(=O)N(C)C)c3)c2n1
nt	7	CCN(CC)C(=O)[C@]1(c2ccccc2)C[C@@H]1CN
nt	-3	C=C1SC(=Nc2ccccc2Cl)N(C(=O)c2sc3ccccc3c2Cl)C12CCCCC2
nt	25	O=[N+]([O-])c1ccc(C2Oc3ccccc3C3CC(c4ccccc4)=NN32)s1 (stereo not drawn)
nt	-16	O=C(NCCO)Nc1ccc2nc(-c3ccco3)c(-c3ccco3)nc2c1
nt	15	CCOC(=O)c1c(NC(=O)N/N=C/c2ccc(O)c(OC)c2)sc(C(C)=O)c1C

Following part:
NSD2 HMT inh	Mot1-301 SUMO	Compound
nt	7	NC(=O)[C@H]1CC2(CC(c3cccc(NC(=O)[C@H]4CCC(=O)N4)c3)=NO2)CN1C(=O)CC(c1ccccc1)c1ccccc1 (stereo partly drawn)
nt	-23	N=C(N)N1CCN(Cc2ccccc2)CC1
nt	8	COC(=O)[C@@]1(Cc2ccc(F)cc2)[C@H]2c3cc(C(=O)N4CCCC4)n(CCc4c[nH]c5ccc(OC)cc45)c3C[C@H]2CN1C(=O)c1ccccc1
0	nt	COCCNc1nc(-c2cc(F)ccc2C)c2sc(-c3ccccc3)cc2n1
-2	nt	Cc1ccc(-n2c(SCC(=O)N/N=C/C=C\c3ccccc3[N+](=O)[O-])nnc2-c2ccccc2)cc1
-1	nt	O=C(NCc1ccc(C(F)(F)F)cc1)c1ccc(-c2ccc(F)c(F)c2)c2ccoc12
-2	nt	CN(C)CCNC(=O)c1cccc2c(-c3ccc(F)c(F)c3)coc12
2	nt	Cc1ccc(-n2c(SCc3cccc(F)c3)nc3ccccc3c2=O)cc1
-1	nt	Cn1c(=O)c2c(nc(N3CCCCC3)n2CCSc2nc3ccccc3o2)n(C)c1=O
1	nt	O=C(NC(c1cccnc1)c1ccc2c(c1)OCO2)C1CCN(CCOc2ccc(Cl)cc2Cl)CC1 (stereo not drawn)
16	nt	CCCN(CCC)CCNC(=O)Cn1cc2c(n1)-c1c(oc(C(=O)N3CCCC3)c1C)CC2
4	nt	COc1ccc(F)cc1-c1cc(C(=O)Nc2ccc(C)c(NS(C)(=O)=O)c2)[nH]n1

Remaining list, next part.
NSD2 HMT inh	Mot1-301 SUMO	Compound
-1	nt	Cc1nc2ccc(NC(=O)c3c(Cl)cccc3Cl)cc2c(=O)[nH]1
11	nt	O=C(CSc1nnc2ccccn12)Nc1ccccc1[N+](=O)[O-]
2	nt	CCC(C)[C@H](NC(=O)[C@@H]1Cc2ccccc2CN1)C(=O)NCc1ccc(C)cc1 (stereo partly drawn)
1	nt	OC[C@@H]1CN(Cc2ccco2)C[C@H](n2cnc3c(NCc4ccc(F)cc4)ncnc32)O1
3	nt	Cc1cc2oc(C(=O)NCC(c3ccco3)N3CCCC3)c(C)c2cc1C (stereo not drawn)
-1	nt	COc1cccc(-c2cc3nc(NCc4ccc5occc5c4)n(C)c(=O)c3s2)c1
-2	nt	CSC1=Nc2ccccc2N=C(N2CCCC2)C1

Screening data: PubChem, Broad Institute
